# High-throughput results: PubChem BioAssay, several laboratories
# PfHsp40 yeast – rescue of yeast from PfHsp40 toxicity, primary screen, S. cerevisiae, ATP luminescence. S. cerevisiae expressing PfHsp40, growth rescue. growth rescue, % at 12.5 µM. actives 0.68% (n = 340,000); in the data active = growth rescue above about 28%, passing the limit was not always enough;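 note: yeast W303a lacking pdr1 and pdr3 grown in galactose medium; growth measured after three days at 30 °C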
# Yp Topo-I inh – Yersinia pestis topoisomerase I inhibitors, primary screen, biochemical, cleavage product accumulation, plate reader, single point; DNA topoisomerase I (Yersinia pestis CO92); Y. pestis Topo-I cleavage product accumulation; activity, % at 10 µM; actives 0.064% (n = 360,000); in the data active = activity above about 50%, passing the limit was not always enough; note: inactives centre near 2
# BoNT A protease – BoNT/A light chain protease inhibitors, primary screen, biochemical, flow cytometry, MLPCN library. inhibition, % at 10 µM. multiplex microsphere protease substrate cleavage. AID 588499, 2011. Botulinum neurotoxin type A light chain protease (Clostridium botulinum A str. ATCC 3502). actives 0.17% (n = 360,000); note: plate controls were buffer without enzyme for full effect and enzyme alone for no effect
# SARS 3CLpro inh – SARS-CoV 3CLpro protease inhibitors, primary screen, biochemical, quenched FRET; Replicase polyprotein 1ab (Severe acute respiratory syndrome coronavirus), P0C6X7; recombinant SARS-CoV 3CLpro, quenched FRET peptide cleavage; inhibition, % at 6 µM; actives 0.14% (n = 290,000); AID 1706, 2009; in the data active = inhibition above about 12%
# DUSP3 inh – VHR1 phosphatase inhibitors, primary screen, biochemical, absorbance, uHTS; Dual specificity protein phosphatase 3 (Homo sapiens), P51452; recombinant VHR phosphatase, pNPP absorbance; inhibition, % at 13.3 µM; actives 0.52% (n = 290,000); AID 1654, 2009; in the data active = inhibition above about 50%; note: some compounds called inactive have numbers as strong as hits
# Target sequence (P51452 whole entry, looked up): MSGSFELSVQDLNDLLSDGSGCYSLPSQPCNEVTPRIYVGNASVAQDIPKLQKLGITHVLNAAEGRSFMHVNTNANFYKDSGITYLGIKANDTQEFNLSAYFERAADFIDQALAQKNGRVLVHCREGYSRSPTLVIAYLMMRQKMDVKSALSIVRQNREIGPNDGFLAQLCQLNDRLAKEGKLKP
# TcdB GH inh – TcdB glycohydrolase inhibitors, primary screen, biochemical, single point, plate reader. Toxin B (Clostridioides difficile), P18177. TcdB glycohydrolase enzymatic assay. inhibition, % at 9.99 µM. actives 0.24% (n = 350,000). AID 652162, 2013; in the data active = inhibition above about 10%
# CCHF vOTU inh – CCHFV vOTU protease inhibitors, primary screen, biochemical, Pep-AMC substrate, fluorescence. Crimean-Congo hemorrhagic fever virus L polyprotein viral ovarian tumor (vOTU) protease …. inhibition, % at 11.5 µM. actives 0.55% (n = 370,000). AID 651958, 2012; in the data active = inhibition above about 30%; note: 0% = vehicle wells with enzyme and 100% = no enzyme wells
# BH1578 lux ind – inducers of Vibrio cholerae quorum light production without autoinducers, primary screen, BH1578 luxS cqsA deficient, single point | actives 0.16% (n = 350,000) | activation, % at 18.7 µM | V. cholerae BH1578 lux reporter, luminescence, 6 h; in the data active = activation mostly above about 9.7%, no sharp cut-off; note: not every result past the cut was called active; inactives centre near 0; reference of the scale not given here
# Anthrax LF prot – Bacillus anthracis LF protease inhibitors, primary screen, biochemical, multiplex microsphere, MLPCN library | Lethal factor (Bacillus anthracis), P15917 | multiplex microsphere protease cleavage assay | inhibition, % at 10 µM | actives 0.12% (n = 360,000) | AID 588501, 2011; note: plate controls were buffer without enzyme for full effect and enzyme alone for no effect
# Target sequence (P15917 whole entry, looked up): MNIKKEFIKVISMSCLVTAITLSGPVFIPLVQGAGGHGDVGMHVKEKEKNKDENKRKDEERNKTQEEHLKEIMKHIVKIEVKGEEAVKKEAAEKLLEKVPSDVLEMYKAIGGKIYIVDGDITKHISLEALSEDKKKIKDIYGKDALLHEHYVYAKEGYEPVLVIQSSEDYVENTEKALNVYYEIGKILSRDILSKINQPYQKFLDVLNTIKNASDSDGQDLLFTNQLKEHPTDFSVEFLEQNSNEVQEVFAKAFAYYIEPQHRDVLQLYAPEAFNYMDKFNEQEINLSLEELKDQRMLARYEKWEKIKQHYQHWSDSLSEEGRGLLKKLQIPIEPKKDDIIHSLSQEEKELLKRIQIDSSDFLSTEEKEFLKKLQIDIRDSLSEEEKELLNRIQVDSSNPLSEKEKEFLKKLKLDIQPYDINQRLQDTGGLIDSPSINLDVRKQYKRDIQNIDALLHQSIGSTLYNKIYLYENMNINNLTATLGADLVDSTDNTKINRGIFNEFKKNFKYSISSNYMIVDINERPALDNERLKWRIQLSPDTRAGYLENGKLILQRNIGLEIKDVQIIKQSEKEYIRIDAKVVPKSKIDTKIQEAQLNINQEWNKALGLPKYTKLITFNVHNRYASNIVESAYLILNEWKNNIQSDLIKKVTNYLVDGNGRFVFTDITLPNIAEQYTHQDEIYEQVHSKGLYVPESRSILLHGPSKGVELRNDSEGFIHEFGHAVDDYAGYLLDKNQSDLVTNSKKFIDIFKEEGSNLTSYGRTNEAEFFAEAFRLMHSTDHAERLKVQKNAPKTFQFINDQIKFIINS
# SSB-PriA inh – inhibitors of Klebsiella pneumoniae PriA binding to SSB C-terminal tail, primary screen, biochemical, AlphaScreen; AID 1272365, 2023; AlphaScreen SSBct-PriA binding, biotinylated peptide; inhibition, % at 33 µM; PriA–SSB C-terminal tail interaction (Klebsiella pneumoniae); actives 0.6% (n = 430,000); in the data active = inhibition mostly above about 37%, no sharp cut-off; inactive = mostly below about 20%;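 note: plate controls were negative control peptide for no effect and reference peptide for full effect; strong numbers were not always called active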
# Active calls of the source: *; i = inactive; nt = no result given; & = joins results of further samples. Cut-off read from the data, not from the text of the source, unless noted: active = inhibition above about 30%; inconclusive = no clear call, values can overlap the other calls; inactive = below that.
cpd	compound	PfHsp40 yeast	Yp Topo-I inh	BoNT A protease	SARS 3CLpro inh	DUSP3 inh	TcdB GH inh	CCHF vOTU inh	BH1578 lux ind	Anthrax LF prot	SSB-PriA inh
1	Cc1cc(NC(=O)c2cccc(S(=O)(=O)N3CCCCCC3)c2)no1	0.6	17	-2.3	1	39	nt	14	-0.2	-1	-14
2	CC(=O)c1c(C)[nH]c(C(=O)N2CCc3ccccc3C2)c1C	4.4	4	-1.2	-1	3	nt	11	i	-12	-10
3	O=C(Nc1ccc2c(c1)oc1ccccc12)c1ccc2c(c1)OCO2	0.8	0	1.1	-1	-8	nt	14	i	-9	-7
4	CCc1ccccc1N1C(=O)NC(=O)/C(=C\c2cc(C)n(C)c2C)C1=O	-0.4	-7	-0.4	3	-1	-0.2	-11	0.3	-1	13
5	COc1cccc(CN2CCNC(=O)C2CC(=O)NCCN2CCOCC2)c1OC (stereo unspecified)	-0.3	9	-2.4	-1	-10	0.2	11	-0.1	-9	-8
6	CN(CC(=O)Nc1ccc(N2CCOCC2)cc1)C(=O)CCc1cc(C(C)(C)C)c(O)c(C(C)(C)C)c1	0.0	24	6.0	nt	nt	1.7	5	i	-4	16
7	COc1cc(/C=N/NC(=O)C(=O)NCC2CCCO2)ccc1OCC(=O)N1CCOCC1 (stereo unspecified)	0.8	10	-0.5	5	27	0.1	4	-0.2	-2	nt
8	COc1ccc(N(CC(=O)NCc2ccc3c(c2)OCO3)C(=O)c2csnn2)cc1	-0.2	-2	-0.1	-2	-4	0.0	-5	-0.6	1	-5
9	OC(c1ccccc1)c1ncc(-c2ccccc2Cl)[nH]1 (stereo unspecified)	nt	-8	-0.3	nt	nt	2.5	-10	i	1	nt
10	CCSc1ccccc1C(=O)NCc1ccco1	-1.4	-6	-1.5	0	-18	nt	0	i	-3	-16
11	Cc1c(Cl)c(C(=O)N2CCCc3ccccc32)nn1C	0.1	6	0.5	5	-1	0.9	0	0.2	-1	-10
12	O=C1CC(C(=O)N2CCC3(CC2)OCCO3)CN1CCc1ccccc1 (stereo unspecified)	1.0	4	-0.6	-2	-1	nt	10	-0.2	2	4
13	COc1ccc(C(=O)CSc2nnc(CNC(=O)c3ccc(OC)cc3)n2C)cc1	0.3	3	-0.3	-5	-4	1.1	11	-15	-4	-8
14	COc1cc(/C=N/NC(=O)C(=O)Nc2ccccn2)ccc1O	-0.6	-1	-0.8	1	26	nt	5	i	1	nt
15	COc1ccc(Nc2ncnc3sccc23)cc1OC	-1.0	-5	-1.6	-1	-9	0.7	-7	-0.5	5	2
16	CCN(CC)CC(=O)Nn1c(C)nc2c(ncn2-c2ccccc2)c1=O	-0.7	-4	0.3	5	26	0.5	-1	-0.3	-2	-15
17	Cc1nc2c(cc1C#N)C(=O)c1ccccc1-2	-2.0	1	0.6	-6	-4	-1.1	0	i	-1	7
18	COc1ccc(N2CC(C(=O)Nc3nnc(SCC(=O)NC4CCCC4)s3)CC2=O)cc1 (stereo unspecified)	-0.4	-4	3.2	-9	11	-0.5	3	0.6	0	-20
19	COc1cc(-c2nnc3sc(-c4cccs4)nn23)cc(OC)c1OC	-0.6	6	0.8	-2	7	nt	0	-4.3	-7	-7
20	CN1CCN(c2nc3c(c(=O)n(C)c(=O)n3C)n2CCSc2nc3ccccc3s2)CC1	nt	23	0.0	2	26	nt	nt	-0.3	-3	-2
21	CCC(=O)CC(c1ccccc1)c1c(O)c2ccccc2sc1=O (stereo unspecified)	3.3	9	-1.2	-3	4	-1.1	-1	-0.2	-3	nt
22	O=C(Nc1ccccc1F)c1coc(=O)c(Br)c1	-0.4	-3	-0.5	0	16	0.7	-57	-1.6	-7	-7
23	O=C(NC(NC(=O)c1ccccc1)c1ccccc1)c1ccccc1	-1.2	6	-0.2	-1	-2	0.0	-9	i	-5	8&-10
24	CCn1c(Oc2ccc(F)cc2)nc2c1c(=O)n(C)c(=O)n2C	23	-10	-1.3	3	43	-0.5	3	2.3	-6	-4
25	O=C(CN(Cc1cccs1)S(=O)(=O)c1ccc(S(=O)(=O)NC2CCCCC2)cc1)Nc1ccccc1	1.7	-5	1.4	6	5	nt	16	-0.2	-2	-2
26	Cc1nonc1CC(=O)N1CCCC(C(=O)c2ccc(Cl)cc2)C1 (stereo unspecified)	-1.4	3	-0.5	1	31	-1.1	9	i	-2	0
27	CCOc1ccccc1C(=O)N[C@H](C(=O)NNC(=O)c1cccs1)C(C)C	-0.8	9	nt	nt	nt	0.6	0	i	nt	-4
28	CCOC(=O)C1(CCOc2ccccc2)CCN(Cc2ccc(OC)cc2)CC1	0.5	-4	-0.6	0	nt	1.7	-4	-0.6	6	-3
29	COc1ccc(CNC(=O)[C@@H]2CC=C[C@@H]3CCN(Cc4ccccc4)C(=O)[C@@H]32)cc1	-0.7	6	-0.5	nt	nt	0.3	8	-1.6	-3	-5
30	CC1CCCC(C)N1C(=O)CSc1nc2ccccc2s1 (stereo unspecified)	1.5	29	-0.1	-5	15	nt	3	-0.7	-2	-14
31	FC(F)Oc1ccc(NC(=S)Nn2cnnc2)cc1	-0.4	-11	0.5	1	20	0.5	-12	-0.3	-4	-4
32	CC(C)CCOc1cccc(OCC(=O)NC2CCS(=O)(=O)C2)c1 (stereo unspecified)	0.1	9	-0.3	-3	4	nt	9	-0.3	-15	-5
33	COC(=O)C(C)NC(=S)N1CC2C[C@@H](C1)Cn1c2cccc1=O (stereo partly specified)	-1.4	-3	1.9	-3	3	0.1	-7	i	10	-2
34	CCn1c(CN2CCN(CCO)CC2)nc2ccccc21	-1.6	4	-0.3	5	26	-0.1	6	i	-4	-9
35	O=c1c2ccccc2sc2ccc(Cl)cc12	0.2	6	2.9	-2	-15	0.1	-9	i	0	-7
36	Cc1ccc(C(=O)Nc2ncccc2O)cc1S(=O)(=O)N1CCCCC1	0.4	3	-2.8	nt	nt	0.7	5	i	6	-5
37	CC(=O)NC(=O)COC(=O)/C=C/c1c(C)nn(Cc2c(Cl)cccc2Cl)c1Cl	-0.3	10	-0.7	0	-12	nt	25	0.7	-6	3
38	CCc1ccc(-n2c(SCC(=O)N3CCC(C(=O)O)CC3)nnc2-c2ccncc2)cc1	-0.5	7	1.1	4	15	-3.2	-4	1.4	-2	-9
39	CCn1c(=S)[nH]c2c(=O)n(C)c(=O)n(C)c21	-1.4	9	-0.7	nt	nt	46*	8	-5.7	-3	-10
40	Cc1cc(OC(C)C(=O)N2CCN(c3ccc(F)cc3)CC2)c2c(C)c(C)c(=O)oc2c1 (stereo unspecified)	0.5	36	0.3	-4	5	1.6	8	-0.5	2	-8
41	CCOc1ccccc1NC(=O)NCc1cccnc1	-0.3	6	-1.1	1	6	0.9	-6	i	-8	-2
42	N#CC(c1ccc(Cl)nn1)c1ccc(Cl)cc1Cl (stereo unspecified)	2.3	-3	0.6	-3	38	nt	2	i	3	2
43	Cc1ccc(CNC(=O)Nc2ccc(F)cc2)n1C	0.1	-9	3.7	-5	21	0.3	9	0.1	-4	-2
44	O=C(CCl)Nc1cccc(S(=O)(=O)NC2=NCCCCC2)c1	-1.0	6	2.0	nt	nt	0.0	0	i	-2	0
45	COCCNc1nc2c(c(=O)n(Cc3cccc(Cl)c3)c(=O)n2C)n1C	0.8	2	-1.5	1	nt	1.8	-8	-0.6	-2	8
46	CCC1CCCCN1C(=S)NC(=O)c1cccs1 (stereo unspecified)	-0.3	6	-1.0	1	5	1.3	-10	i	6	-24
47	COc1ccc(N/C=C/C(=O)c2ccc3c(c2)OCO3)cc1OC	-1.3	-15	0.2	0	-17	nt	5	0.1	0	-12
48	CCOc1ccccc1NC(=O)C(OC(=O)c1cnccn1)c1ccccc1 (stereo unspecified)	-0.1	12	-1.8	nt	nt	0.0	-6	-0.7	-2	-12
49	COC1=CCC2([N+](=O)[O-])CN(CC(=O)O)CC1([N+](=O)[O-])C2 (stereo unspecified)	1.0	-1	0.5	1	-2	nt	-11	i	-2	-2
50	CCCn1cnnc1CNC(=O)C1CCC(=O)N(CCc2cccc(F)c2)C1 (stereo unspecified)	-3.6	5	0.1	4	34	2.1	-12	-0.8	-1	-7
51	Cc1ccc2c(c1)COc1c3ccc(C(=O)N[C@@H](C)CO)cc3nn1-2	2.0	2	-0.6	nt	34	0.9	-23	-1.0	-2	-6
52	CC(C)Cc1cc(C(=O)Nc2cc(Br)ccc2O)no1	0.0	27	-0.5	2	32	4.5	20	-0.1	-6	-6
53	O=C(CN1CCCCC1)c1cccc(Br)c1	0.1	3	-0.4	1	6	-3.4	4	-0.2	2	-12
54	CCOC(=O)c1ccc(S(=O)(=O)NNS(=O)(=O)c2ccc(C)cc2)cc1	-0.8	0	-2.2	0	nt	0.8	-5	i	-11	-3
55	Cc1c2c(nc3ccccc13)CCC(C)C2 (stereo unspecified)	-1.0	5	-0.6	4	2	2.0	-3	i	9	-16

# Some of the entries so far, in transposed form:
45	COCCNc1nc2c(c(=O)n(Cc3cccc(Cl)c3)c(=O)n2C)n1C
46	CCC1CCCCN1C(=S)NC(=O)c1cccs1 (stereo unspecified)
47	COc1ccc(N/C=C/C(=O)c2ccc3c(c2)OCO3)cc1OC
48	CCOc1ccccc1NC(=O)C(OC(=O)c1cnccn1)c1ccccc1 (stereo unspecified)
49	COC1=CCC2([N+](=O)[O-])CN(CC(=O)O)CC1([N+](=O)[O-])C2 (stereo unspecified)
50	CCCn1cnnc1CNC(=O)C1CCC(=O)N(CCc2cccc(F)c2)C1 (stereo unspecified)
51	Cc1ccc2c(c1)COc1c3ccc(C(=O)N[C@@H](C)CO)cc3nn1-2
52	CC(C)Cc1cc(C(=O)Nc2cc(Br)ccc2O)no1
53	O=C(CN1CCCCC1)c1cccc(Br)c1
54	CCOC(=O)c1ccc(S(=O)(=O)NNS(=O)(=O)c2ccc(C)cc2)cc1

assay / compound | 45 | 46 | 47 | 48 | 49 | 50 | 51 | 52 | 53 | 54
PfHsp40 yeast | 0.8 | -0.3 | -1.3 | -0.1 | 1.0 | -3.6 | 2.0 | 0.0 | 0.1 | -0.8
Yp Topo-I inh | 2 | 6 | -15 | 12 | -1 | 5 | 2 | 27 | 3 | 0
BoNT A protease | -1.5 | -1.0 | 0.2 | -1.8 | 0.5 | 0.1 | -0.6 | -0.5 | -0.4 | -2.2
SARS 3CLpro inh | 1 | 1 | 0 | nt | 1 | 4 | nt | 2 | 1 | 0
DUSP3 inh | nt | 5 | -17 | nt | -2 | 34 | 34 | 32 | 6 | nt
TcdB GH inh | 1.8 | 1.3 | nt | 0.0 | nt | 2.1 | 0.9 | 4.5 | -3.4 | 0.8
CCHF vOTU inh | -8 | -10 | 5 | -6 | -11 | -12 | -23 | 20 | 4 | -5
BH1578 lux ind | -0.6 | i | 0.1 | -0.7 | i | -0.8 | -1.0 | -0.1 | -0.2 | i
Anthrax LF prot | -2 | 6 | 0 | -2 | -2 | -1 | -2 | -6 | 2 | -11
SSB-PriA inh | 8 | -24 | -12 | -12 | -2 | -7 | -6 | -6 | -12 | -3

55	Cc1c2c(nc3ccccc13)CCC(C)C2 (stereo unspecified)

assay / compound | 55
PfHsp40 yeast | -1.0
Yp Topo-I inh | 5
BoNT A protease | -0.6
SARS 3CLpro inh | 4
DUSP3 inh | 2
TcdB GH inh | 2.0
CCHF vOTU inh | -3
BH1578 lux ind | i
Anthrax LF prot | 9
SSB-PriA inh | -16

# Only part of the results is shown. The share of hits here may be higher or lower than overall.
